Screening data as filed in PubChem.
PRC2 inh: EZH2 (human) methyltransferase inhibition; 0.35% of 57,000 active; PRC2 H3K27 methylation, DELFIA TRF, 1 h; AID 651548; Q15910; inhibition, % at 12.5 µM;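 active = mean inhibition of replicates at least 50% and every single replicate also reaching 50%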;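 also: dimethyl H3K27 on biotinylated H3 21-44 peptide detected by antibody; plate controls were median neutral control wells for no effect and median positive control wells for full effect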
IDH1 mut inh: inhibitors of human IDH1 R132H; 0.18% of 70,000 active; AID 624101; IDH1 R132H reductase, diaphorase/resazurin fluorescence, 60 min; inhibition, % at 10 µM; O75874; in the data active = inhibition above about 34%;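 also: 0% = DMSO and 100% = no enzyme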
Target sequence (O75874 whole entry R132H): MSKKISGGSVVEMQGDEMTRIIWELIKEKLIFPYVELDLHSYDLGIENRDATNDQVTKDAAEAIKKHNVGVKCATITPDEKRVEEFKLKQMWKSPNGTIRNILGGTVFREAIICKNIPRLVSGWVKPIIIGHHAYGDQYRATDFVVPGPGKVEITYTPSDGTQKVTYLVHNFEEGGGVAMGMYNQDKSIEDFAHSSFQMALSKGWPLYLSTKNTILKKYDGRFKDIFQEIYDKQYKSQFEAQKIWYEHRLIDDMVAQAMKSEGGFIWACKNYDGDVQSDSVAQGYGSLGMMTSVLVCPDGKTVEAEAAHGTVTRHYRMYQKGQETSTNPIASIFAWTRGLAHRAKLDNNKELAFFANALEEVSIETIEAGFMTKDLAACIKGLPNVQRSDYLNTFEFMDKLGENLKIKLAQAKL
* = called active by the depositor; . = no result given. Only part of the results is shown; count on the stated rates, not on these rows.

Structure,PRC2 inh,IDH1 mut inh
C[C@@H]1CN([C@H](C)CO)C(=O)c2cc(C#CC3CC3)cnc2O[C@H]1CN(C)Cc1ccccn1,-9.2,0.3
Cc1ccc(S(=O)(=O)N(C)C[C@H]2Oc3ccc(NC(=O)Nc4c(C)noc4C)cc3C(=O)N([C@@H](C)CO)C[C@H]2C)cc1,.,-0.2
Cc1noc(C)c1S(=O)(=O)Nc1cccc2c1O[C@@H](CN(C)Cc1ccc(C(=O)O)cc1)[C@@H](C)CN([C@@H](C)CO)C2=O,.,2.6
C[C@H]1CN([C@@H](C)CO)S(=O)(=O)c2ccc(Br)cc2O[C@@H]1CN(C)C(=O)C1CC1,-12.8,.
CNC[C@H]1Oc2ccc(NC(=O)C3CC3)cc2CC(=O)N([C@H](C)CO)C[C@@H]1C,4.0,3.0
COc1ccc(-c2ccc3c(c2)O[C@H](CN(C)C)[C@@H](C)CN([C@H](C)CO)S3(=O)=O)cc1,-5.4,-0.3
Cc1ccc(S(=O)(=O)N(C)C[C@@H]2Oc3ccc(NC(=O)CCN4CCOCC4)cc3C(=O)N([C@H](C)CO)C[C@H]2C)cc1,-8.7,-6.4
Cc1ccccc1NC(=O)COc1ccc(-c2nc3sc4c(c3c(=O)[nH]2)CCCC4)cc1,.,0.0
COc1cc(NS(=O)(=O)c2ccc(NC(=O)c3ccc(Cl)cc3Cl)cc2)ncn1,10.9,-0.3
O=Nc1c(-c2c(O)[nH]c3ccccc23)[nH]c2ccccc12,.,-0.7
COc1ccc(S(=O)(=O)N(C)C[C@H]2OCc3ccccc3-c3c(n(C)c4ccccc34)C(=O)N([C@H](C)CO)C[C@@H]2C)cc1,7.0,.
C[C@@H]1CCCCO[C@@H](CN(C)Cc2ccc3c(c2)OCO3)[C@H](C)CN([C@@H](C)CO)C(=O)c2cc(N(C)C)ccc2O1,7.1,.
O=C(CSc1ncnc2scc(-c3ccc(Cl)cc3)c12)Nc1nsc(-c2ccccc2)n1,-7.6,-0.2
CO[C@@H]1CN(C)C(=O)c2cc(NC(=O)Nc3cccc(Cl)c3)ccc2OC[C@@H](C)N(C(=O)Nc2c(C)noc2C)C[C@@H]1C,-19.4,0.6
NS(=O)(=O)c1ccc(NC(=S)NCCc2c[nH]c3ccccc23)cc1,-5.0,-0.1
COc1ccc(Cl)cc1NC(=O)COc1ccc([N+](=O)[O-])cc1,9.8,-0.4
CCCC#Cc1ccc2c(c1)O[C@H](CN(C)S(=O)(=O)c1cccc(F)c1)[C@H](C)CN([C@H](C)CO)S2(=O)=O,8.7,0.2
C[C@@H]1CN([C@H](C)CO)C(=O)c2cc(C#CC3(O)CCCC3)cnc2O[C@H]1CN(C)C(=O)CN(C)C,1.0,0.0
COc1ccc(NC(=O)N(C)C[C@H]2Oc3ccc(NC(=O)CCCCCC(=O)Nc4ccccc4N)cc3CC(=O)N([C@H](C)CO)C[C@H]2C)cc1,19.0,.
OCCn1c(SCCOc2ccccc2)nc2ccccc21,11.2,1.7
C[C@@H]1CN([C@@H](C)CO)C(=O)c2cc(NC(=O)c3ccncc3)ccc2O[C@H]1CN(C)Cc1ccc2c(c1)OCO2,4.0,0.4
CO[C@@H]1CN(C)C(=O)c2ccc(NC(=O)c3ccccc3)cc2OC[C@@H](C)N(C(=O)CN(C)C)C[C@H]1C,1.6,0.2
C[C@H]1CN([C@@H](C)CO)S(=O)(=O)c2ccc(Br)cc2O[C@H]1CN(C)S(C)(=O)=O,13.1,5.0
CO[C@@H]1CN(C)C(=O)c2cc(NC(=O)C3CCC3)ccc2OC[C@H](C)N(C(=O)NC(C)C)C[C@H]1C,6.7,0.3
O=C(C[C@H]1CC[C@@H](NC(=O)CN2CCOCC2)[C@@H](CO)O1)NCCc1ccccc1,1.1,0.3
C[C@H](CO)N1C[C@H](C)[C@H](CN(C)C(=O)Nc2cccc(F)c2)Oc2cc(/C=C/c3ccccc3)ccc2S1(=O)=O,.,1.8
C[C@@H]1CCCCO[C@H](CN(C)S(C)(=O)=O)[C@H](C)CN([C@H](C)CO)C(=O)c2cc(N(C)C)ccc2O1,13.2,-1.7
COCC#Cc1ccc2c(c1)O[C@H](CN(C)C)[C@H](C)CN([C@@H](C)CO)S2(=O)=O,.,-3.0
O=C(N[C@@H]1CC[C@@H](CCn2cc(-c3ccccc3)nn2)O[C@H]1CO)c1cnccn1,5.2,0.0
COc1ccc(CCNC(=O)c2nc(SC)ncc2Cl)cc1OC,-8.9,-0.2
CCCCN(CCCC)c1ccc(/C=N/NC(=O)c2ccccc2O)cc1,18.9,0.2
CN1CCN(C(=O)C[C@H]2C[C@H]3c4cc(NC(=O)CC5CC5)ccc4O[C@H]3[C@@H](CO)O2)CC1,-3.3,1.2
Cc1noc(C)c1NC(=O)N(C)C[C@@H]1OCCCC[C@H](C)Oc2ccc(NS(=O)(=O)c3ccc(F)cc3)cc2C(=O)N([C@H](C)CO)C[C@@H]1C,.,-1.0
O=C(C[C@@H]1C[C@H]2c3cc(NC(=O)NC4CCCC4)ccc3O[C@H]2[C@H](CO)O1)NCc1cc(F)ccc1F,-7.8,0.2
C[C@@H]1CN([C@H](C)CO)C(=O)Cc2cc(NC(=O)Nc3ccc4c(c3)OCO4)ccc2O[C@H]1CN(C)Cc1ccc(Cl)c(Cl)c1,.,0.3
COc1ccc(CNC(=O)N(C)C[C@@H]2OCc3ccccc3-c3ccccc3C(=O)N([C@@H](C)CO)C[C@@H]2C)cc1,3.5,.
CN(C)c1ccc(/C=N/NC(=O)CCCCCC(=O)Nc2ccccc2O)cc1,8.5,0.2
C[C@@H]1CCCCO[C@H](CN(C)S(=O)(=O)c2cccs2)[C@@H](C)CN([C@@H](C)CO)C(=O)c2cc(NS(=O)(=O)c3ccccc3)ccc2O1,.,3.1
COc1ccc(CN(C)C[C@@H]2Oc3ccc(NC(=O)Nc4ccc5c(c4)OCO5)cc3C(=O)N([C@H](C)CO)C[C@@H]2C)cc1,.,0.2
CCOC(=O)Nc1ccc2c(c1)N(C(=O)CN1CCOCC1)c1ccccc1CC2,-6.7,0.2
C[C@@H]1CN([C@H](C)CO)S(=O)(=O)c2ccc(/C=C/c3ccccc3)cc2O[C@H]1CN(C)C(=O)c1ccccc1,3.0,-3.8
COc1cc(NC(=O)COc2ccc(Cl)cc2Cl)c2ncccc2c1,-21.4,-0.9
O=C(CCN1CCCCC1)NCC[C@@H]1CC[C@H](NC(=O)Nc2ccc(Cl)cc2)[C@H](CO)O1,-5.1,0.0
CC(=O)c1cccc(NC(=O)Cn2nc(C)c([N+](=O)[O-])c2C)c1,-5.5,-0.4
COc1ccccc1-c1cnc2c(c1)C(=O)N([C@H](C)CO)C[C@@H](C)[C@@H](CN(C)Cc1cncnc1)O2,4.4,-8.4
Cc1noc(C)c1S(=O)(=O)N(C)C[C@@H]1OCCCC[C@H](C)Oc2ccc(NC(=O)Nc3ccccc3)cc2C(=O)N([C@H](C)CO)C[C@H]1C,.,0.4
C[C@H]1CN([C@@H](C)CO)C(=O)c2cc(-c3cncnc3)cnc2O[C@@H]1CN(C)Cc1cncnc1,8.3,-2.1
CO[C@@H]1CN(C)C(=O)c2cc(NC(=O)C3CCC3)ccc2OC[C@H](C)N(C(=O)CN(C)C)C[C@@H]1C,-0.8,0.1
Cc1nc2cc(Br)ccc2c(=O)n1Cc1cccc(O)c1,2.2,.
O=C(C[C@H]1C=C[C@H](NC(=O)Nc2cc(F)ccc2F)[C@@H](CO)O1)Nc1ccc(-c2ccccc2)cc1,-2.2,0.2
Cc1ccc(C(=O)CC(C(=O)O)n2ccc(C)n2)cc1 (stereo not drawn),.,1.6
C[C@H]1CCCCO[C@H](CN(C)C(=O)Nc2ccc(F)cc2)[C@@H](C)CN([C@@H](C)CO)C(=O)c2cc(NC(=O)c3ccccc3)ccc2O1,.,2.4
O=C(C[C@@H]1C[C@H]2c3cc(NC(=O)C4CCC4)ccc3O[C@H]2[C@H](CO)O1)NCc1cccc(F)c1,1.9,0.4
Cc1ccc(N(CC(=O)Nc2ccccc2-c2ccccc2)S(C)(=O)=O)cc1C,11.6,-0.3
C[C@H](CO)N1C[C@H](C)[C@@H](CN(C)S(C)(=O)=O)Oc2ncc(-c3cccc(F)c3)cc2C1=O,13.7,-0.1
O=C(C[C@H]1C=C[C@H](NC(=O)CC2CC2)[C@@H](CO)O1)NCc1ccc(Cl)cc1,-16.1,0.1
CCCN(C)C[C@@H]1Oc2ncc(C#CCC(C)C)cc2C(=O)N([C@H](C)CO)C[C@H]1C,-26.9,0.4
O=C(C1=C[C@@H](c2ccccc2)C[C@@H](OCCCCO)O1)N1CCN(Cc2ccccc2)CC1,-1.9,.
COc1ccccc1NC(=O)N(C)C[C@@H]1Oc2cc(Br)ccc2S(=O)(=O)N([C@@H](C)CO)C[C@@H]1C,3.4,-4.8
C[C@@H]1CN([C@@H](C)CO)S(=O)(=O)c2ccc(C#CC(C)(C)O)cc2O[C@@H]1CN(C)C(=O)CN(C)C,17.2,0.1

Brought forward from above: five compounds; new compounds follow.
Structure,PRC2 inh,IDH1 mut inh
O=C(C[C@H]1C=C[C@H](NC(=O)CC2CC2)[C@@H](CO)O1)NCc1ccc(Cl)cc1,-16.1,0.1
CCCN(C)C[C@@H]1Oc2ncc(C#CCC(C)C)cc2C(=O)N([C@H](C)CO)C[C@H]1C,-26.9,0.4
O=C(C1=C[C@@H](c2ccccc2)C[C@@H](OCCCCO)O1)N1CCN(Cc2ccccc2)CC1,-1.9,.
COc1ccccc1NC(=O)N(C)C[C@@H]1Oc2cc(Br)ccc2S(=O)(=O)N([C@@H](C)CO)C[C@@H]1C,3.4,-4.8
C[C@@H]1CN([C@@H](C)CO)S(=O)(=O)c2ccc(C#CC(C)(C)O)cc2O[C@@H]1CN(C)C(=O)CN(C)C,17.2,0.1
CN1CCN(C(=O)c2cc3c(c(-c4cccc(C5=CCCC5)c4)n2)[C@H](CCO)N([S@@](=O)C(C)(C)C)C3)CC1,2.4,0.1
CCCN(C)C[C@H]1Oc2ncc(-c3ccccc3F)cc2C(=O)N([C@H](C)CO)C[C@H]1C,-35.4,-0.7
C[C@@H]1CCC2C(C)(C)CCC[C@@]2(C)[C@@]1(O)CC/C(=C\CO)CO (stereo partly drawn),.,0.0
CN(C)S(=O)(=O)N(CC(=O)O)c1ccccc1,15.9,0.6
CCCNC(=O)C[C@H]1C[C@@H]2c3cc(NC(=O)C4CCC4)ccc3O[C@@H]2[C@H](CO)O1,6.1,-0.2
CCc1c(C)nc(SCC(=O)Nc2ccc(OC)cc2)[nH]c1=O,-11.6,0.4
C[C@@H]1CN([C@@H](C)CO)C(=O)c2cc(NC(=O)CCCCCC(=O)Nc3ccccc3N)ccc2O[C@@H]1CN(C)CC1CCCCC1,-29.6,.
C[C@H]1CN([C@@H](C)CO)C(=O)c2cccc(NC(=O)c3cnccn3)c2O[C@H]1CN(C)Cc1ccc2c(c1)OCO2,0.5,1.1
O=C(Nc1ccc(Cl)c(Cl)c1)N[C@H]1CC[C@H](CCn2cc(C3CCCCC3)nn2)O[C@@H]1CO,14.1,-0.3
C[C@@H]1CN([C@@H](C)CO)C(=O)Cc2cc(N(C)C)ccc2O[C@@H]1CN(C)Cc1ccc(Oc2ccccc2)cc1,2.8,-11.2
C[C@H]1CN([C@@H](C)CO)C(=O)c2cc(-c3cccnc3)cnc2O[C@@H]1CN(C)C,-15.5,-0.9
C[C@@H]1CN([C@@H](C)CO)C(=O)c2cc(C#Cc3ccc(F)cc3)cnc2O[C@@H]1CN(C)C(=O)c1ccccc1F,.,-2.5
O=C(CCN1CCCCC1)NCC[C@H]1CC[C@H](NS(=O)(=O)c2cccc(Cl)c2)[C@@H](CO)O1,-10.3,0.7
Cc1cc2c(c(=O)n1CCN1CCOCC1)C(c1cccc(F)c1)C(C#N)=C(N)O2 (stereo not drawn),17.2,-0.1
C[C@@H]1CN([C@@H](C)CO)C(=O)c2cccc(NC(=O)Nc3ccc4c(c3)OCO4)c2O[C@H]1CN(C)S(=O)(=O)c1ccc(F)cc1,.,2.5
C[C@H]1CCCCO[C@H](CN(C)C)[C@@H](C)CN([C@@H](C)CO)C(=O)c2cc(NC(=O)CCCN(C)C)ccc2O1,0.6,9.8
C=C(C(=O)O)C1CCC2(C)CCC(O)C2(C(C)=O)C1 (stereo not drawn),-8.4,0.6
COc1c(OC2OC(CO)C(O)C(O)C2O)ccc(O)c1C(=O)OCc1ccccc1O[C@@H]1O[C@H](CO)[C@@H](O)[C@H](O)[C@H]1O (stereo partly drawn),18.0,-1.1
CNC[C@H]1Oc2ncc(C3=CCCC3)cc2C(=O)N([C@@H](C)CO)C[C@H]1C,-6.4,-0.2
N#Cc1cnc2c(-c3ccccc3)c(COc3ccccc3)nn2c1N,-3.7,0.1
CCCN(C)C[C@@H]1OCCCC[C@@H](C)Oc2ccc(NS(=O)(=O)c3ccc(C)cc3)cc2C(=O)N([C@H](C)CO)C[C@@H]1C,-17.4,.
N#Cc1c(-c2ccco2)nc(SCC(=O)Nc2ccc(I)cc2)[nH]c1=O,53.9*,0.2

Whole records from above. Screens in order: PRC2 inh	IDH1 mut inh
CCCNC(=O)C[C@H]1C[C@@H]2c3cc(NC(=O)C4CCC4)ccc3O[C@@H]2[C@H](CO)O1 is listed with 6.1	-0.2
O=C(Nc1ccc(Cl)c(Cl)c1)N[C@H]1CC[C@H](CCn2cc(C3CCCCC3)nn2)O[C@@H]1CO is listed with 14.1	-0.3
